High-throughput results: PubChem BioAssay, NCI
NCI-60 one-dose screen, 48 h, at 10 µM unless noted. Numbers give growth in % (100 = growth as untreated, 0 = no growth, -100 = all killed).
CAKI-1: CAKI-1 renal cancer; AID 1794772; 75,000 compounds, 4.7% hits
UO-31: UO-31 renal cancer; 81,000 compounds, 5.2% hits; AID 1794768
786-0: 786-0 renal cancer cells | 81,000 compounds, 5.1% hits
ACHN: ACHN renal cancer | 81,000 compounds, 4.9% hits | AID 1794771
NCI/ADR-RES: NCI/ADR-RES ovarian cells | 81,000 compounds, 4.4% hits
SN12C: SN12C renal cancer cells; AID 1794767; 81,000 compounds, 3.8% hits
TK-10: TK-10 renal cancer cells. 81,000 compounds, 3.9% hits
IGROV1: IGROV1 ovarian cancer; 79,000 compounds, 4.7% hits
* = called active by the depositor; nt = not tested or not shown; [ ] = dose if it differs, or a comment. The calls were made as follows: active = growth percent below 10; inactive = the rest.

#1 Cc1cccc(NC(=O)OC(C)C)c1C
#2 COc1cc(/C=C2\C(=O)N(C[C@@H](O)CN[C@H](C(=O)O)C(C)C)c3ccccc32)cc(OC)c1OC
#3 O=C(/C=C/c1cc2ccccc2[nH]c1=O)c1ccc(Cl)cc1
#4 CC(=O)Nc1ccc(I)cc1
#5 COc1cc(/C(=C2/C=Nc3ccccc32)c2c[nH]c3ccccc23)ccc1O
#6 N#C[Se]CCOC(=O)CCC(NC(=O)c1ccc(NCc2cnc3nc(N)[nH]c(=O)c3n2)cc1)C(=O)O (configuration not stated)
#7 N#Cc1c(N)n2c(nc1=Nc1ccc([N+](=O)[O-])cc1)sc1cc(Cl)ccc12
#8 CCC(=O)C(CCN(C)C)c1ccccn1 (configuration not stated)
#9 Cc1ccc([I+]c2ccc(C)cc2)cc1
#10 c1cn2cc(-c3ccc4ncn(C5CCCCC5)c4c3)nc(-c3ccc4ncn(C5CCCCC5)c4c3)c2n1
assay / entry	1	2	3	4	5	6	7	8	9	10
NCI/ADR-RES	106	95	-6.7*	106	89	94	95	100	100	51
ACHN	102	106	52	105	80	100	91	106	73	55
SN12C	106	88	47	104	84	91	89	105	98	57
786-0	107	106	43	102	86	96	109	102	70	66
CAKI-1	100	96	42	102	82	80	85	168	80	45
TK-10	108	113	49	94	108	117	148	99	46	86
IGROV1	107	105	26	107	88	84	82	112	68	39
UO-31	97	76	30	87	67	64	75	86	75	31

#11 CS(=O)(=O)c1ccc(C(=O)N2N=C(c3ccccc3)CC2c2ccc3c(c2)OCO3)cc1 (configuration not stated)
#12 CC(C)Cc1cc(CNC(=O)CN2CCN(c3ccccc3)CC2)nn1-c1ccccc1
#13 Cc1cc(=O)[nH]n1-c1ccc(Cl)cc1N
#14 O=C1CCC23N=CC(c4ccc(Cl)cc4)(O2)C(=O)c2ccccc2N13 (configuration not stated)
#15 CCC(NC1CCN(Cc2ccccc2)CC1)C(N)=O (configuration not stated)
#16 CCOC(=O)C1=C(N)Oc2cc(OC)ccc2C1c1ccc(F)c(F)c1 (configuration not stated)
#17 Oc1ccc(-c2nc(-c3ccc4oc5ccc(-c6[nH]c(-c7ccc(O)cc7)nc6-c6ccccc6)cc5c4c3)c(-c3ccccc3)[nH]2)cc1
#18 Fc1ccc(N2CCN(c3ncnc4[nH]ccc34)CC2)cc1
#19 O=C1c2cc3c(cc2-c2c1c1ccc(Cl)cc1c(=O)n2CCCNCCO)OCO3
#20 c1cncc(-c2nc3ccccc3s2)c1
assay / entry	11	12	13	14	15	16	17	18	19	20
NCI/ADR-RES	103	88	103	99	92	25	72	nt	-51*	96
ACHN	107	100	109	102	103	nt	73	76	-88*	104
SN12C	94	99	102	97	94	47	39	82	-67*	91
786-0	91	104	120	106	104	33	86	69	-82*	102
CAKI-1	92	nt	93	nt	105	nt	70	66	-80*	nt
TK-10	107	84	117	123	99	63	80	42	nt	138
IGROV1	96	98	98	96	110	54	34	80	-67*	nt
UO-31	67	73	81	85	102	44	39	57	-82*	82

#21 Oc1ccc(N=Nc2ccccc2)c(O)c1
#22 O=C(Nc1ccccc1)Nc1ccc(C(=O)CSc2nc3ccccc3[nH]2)cc1
#23 Oc1ccc2ccccc2c1N=Nc1nc(-c2ccccc2)cs1
#24 CCCC(=O)NC(c1cccnc1)c1ccc2c(C)ccnc2c1O (configuration not stated)
#25 CC(C)C1=CC(=O)CCC1
#26 O=C(Nc1nc(-c2ccccc2Cl)cs1)c1cc(-c2ccc(Cl)cc2)nc2ccc(Cl)cc12
#27 Cc1ccc(NC(=O)Nc2ccccc2Cl)c(C)c1
#28 CCOC(=O)C/C(=N\Nc1cc(=O)[nH]c2ccc(C)cc12)C(=O)OCC
#29 CCCCCCCCCCCC(=O)Nc1ccccc1
#30 NC(=O)c1ccsc1Nc1ccnc(C(F)(F)F)c1
assay / entry	21	22	23	24	25	26	27	28	29	30
NCI/ADR-RES	100	94	11	10.0*	108	2.2*	105	105	101	112
ACHN	108	99	20	14	107	37	100	99	103	112
SN12C	101	101	56	29	104	30	99	101	106	108
786-0	103	102	36	26	106	23	87	109	93	94
CAKI-1	99	93	nt	19	nt	82	92	95	93	97
TK-10	105	131	91	33	95	98	93	101	92	95
IGROV1	103	103	26	19	106	24	98	98	100	103
UO-31	89	86	34	12	85	28	78	87	85	92

#31 CC(=O)Nc1cccc(Oc2ncccc2[N+](=O)[O-])c1
#32 COc1cc(NC(N)=NCCC(C)(C)Oc2ccc(C(F)(F)F)cc2)ncc1C#N
#33 Cc1ccc(S(=O)(=O)Nc2c(C)cc([N+](=O)[O-])cc2C)cc1
#34 O=c1[nH]c(=O)c2c(-c3cc4ccccc4oc3=O)ccnc2[nH]1
#35 O=C(Cn1cncn1)Nc1ccc(-c2nc3ccccc3s2)cc1
#36 CCN(CC)C(=S)SC(SC(=S)N(CC)CC)C(=O)c1nnn(-c2ccc([N+](=O)[O-])cc2)c1C
#37 COc1cc(/C=C/C(=O)c2cnn(-c3cc(=O)[nH]c4ccccc34)c2C)cc(OC)c1OC
#38 CC(=O)n1ncc2ccc([N+](=O)[O-])cc21
#39 COc1cccc(CO)c1OC
#40 C[N+]1(CC(=O)c2ccccc2)CCCCC1
assay / entry	31	32	33	34	35	36	37	38	39	40
NCI/ADR-RES	119	0.0*	99	87	102	100	42	103	99	111
ACHN	102	2.7*	102	53	110	99	20	101	109	107
SN12C	97	-90*	123	81	95	96	-1.6*	102	105	104
786-0	101	7.6*	96	44	96	94	18	nt	nt	105
CAKI-1	120	52	94	48	94	89	19	84	94	98
TK-10	142	-74*	100	105	106	107	28	123	104	107
IGROV1	122	-39*	122	79	92	71	6.8*	81	119	115
UO-31	100	-24*	88	72	77	81	26	68	98	107

Laid out differently: 4 of the compounds above.
34. O=c1[nH]c(=O)c2c(-c3cc4ccccc4oc3=O)ccnc2[nH]1
- NCI/ADR-RES: 87
- ACHN: 53
- SN12C: 81
- 786-0: 44
- CAKI-1: 48
- TK-10: 105
- IGROV1: 79
- UO-31: 72

31. CC(=O)Nc1cccc(Oc2ncccc2[N+](=O)[O-])c1
- NCI/ADR-RES: 119
- ACHN: 102
- SN12C: 97
- 786-0: 101
- CAKI-1: 120
- TK-10: 142
- IGROV1: 122
- UO-31: 100

35. O=C(Cn1cncn1)Nc1ccc(-c2nc3ccccc3s2)cc1
- NCI/ADR-RES: 102
- ACHN: 110
- SN12C: 95
- 786-0: 96
- CAKI-1: 94
- TK-10: 106
- IGROV1: 92
- UO-31: 77

33. Cc1ccc(S(=O)(=O)Nc2c(C)cc([N+](=O)[O-])cc2C)cc1
- NCI/ADR-RES: 99
- ACHN: 102
- SN12C: 123
- 786-0: 96
- CAKI-1: 94
- TK-10: 100
- IGROV1: 122
- UO-31: 88

The listing continues:
#41 O=C(Nc1ccccc1)Nc1ncnc2sc(-c3ccccc3)c(-c3ccccc3)c12
#42 Cc1cc2c(c(C)c1Cl)C(=O)/C(=C/c1cccc(Cl)c1)O2
#43 COc1ccc2[nH]c(=O)c(CSc3cccc(Nc4nccc(-c5ccc6ccccc6c5)n4)c3)cc2c1
#44 CCCCc1c(O)cc(C)[nH]c1=O
#45 O=C(OCC(Cl)(Cl)Cl)c1cc([N+](=O)[O-])cc([N+](=O)[O-])c1
#46 CCOC(=O)c1cc(C#N)n2ccc3ccccc3c12
#47 COc1ccc(-c2nc3c4c(-c5ccccc5)c(-c5ccccc5)n(Cc5ccccc5)c4ncn3n2)cc1
#48 O=C(Nc1ccccc1)Nc1ccc(C(=O)/C=C/c2ccc(N3CCCC3)cc2)cc1
#49 O=C(c1ccccc1)[C@@]12COc3ccccc3[C@@H]1ON=C2c1ccccc1
#50 COc1cc(OC)c(OC)cc1CNNc1ncnc2ccccc12
assay / entry	41	42	43	44	45	46	47	48	49	50
NCI/ADR-RES	88	107	94	100	104	102	76	29	90	96
ACHN	56	94	104	100	102	109	64	84	96	91
SN12C	81	101	nt	99	98	95	73	67	100	96
786-0	60	107	80	110	97	nt	92	94	96	101
CAKI-1	84	94	92	67	100	90	35	62	83	79
TK-10	90	158	75	109	93	91	105	102	111	nt
IGROV1	84	77	106	101	106	100	58	92	89	87
UO-31	80	81	90	86	86	101	60	68	69	79

#51 CC(C)OC(=O)Nc1cc(Cl)ccc1Cl
#52 OC1Cc2ccccc2C1Nc1cccc(C(F)(F)F)c1 (configuration not stated)
#53 CNC(=O)c1cc(Oc2ccc(NC(=O)Nc3ccc(Cl)c(C(C)(C)C)c3)c(F)c2)ccn1
#54 C[Si](C)(C)c1cn(CCCCN2C(=O)C(=O)c3ccccc32)nn1
#55 [O-][n+]1ccccc1CCN(O)CCc1cccc[n+]1[O-]
#56 CC1=C(C(=O)Nc2ccc(F)cc2)C(c2ccc(C)cc2)n2ncnc2N1 (configuration not stated)
#57 COC(=O)c1sccc1-c1cc(O)c(C(=O)Nc2ccccc2)s1
#58 c1csc(C2=N[C@@H](c3cccs3)[C@@H](c3cccs3)N2)c1
#59 CN1CCN(C(=S)SCCCCOc2cc(=O)oc3ccccc23)CC1
#60 O=C(Cc1ccccc1Nc1c(Cl)cccc1Cl)NN1C(=O)/C(=C/c2ccc(Br)cc2)SC1=S
assay / entry	51	52	53	54	55	56	57	58	59	60
NCI/ADR-RES	105	109	40	104	100	102	93	100	76	105
ACHN	96	102	31	104	96	109	94	107	93	104
SN12C	97	100	nt	105	105	109	105	97	88	100
786-0	103	107	79	104	101	98	106	104	97	99
CAKI-1	101	102	54	91	95	82	86	83	94	100
TK-10	101	134	55	125	104	98	121	114	93	107
IGROV1	107	101	nt	96	106	102	95	117	102	98
UO-31	88	72	42	76	75	80	70	89	72	91

2 entries from above, as a markdown table:
| no. | SMILES | NCI/ADR-RES | ACHN | SN12C | 786-0 | CAKI-1 | TK-10 | IGROV1 | UO-31 |
| --- | --- | --- | --- | --- | --- | --- | --- | --- | --- |
| 48 | O=C(Nc1ccccc1)Nc1ccc(C(=O)/C=C/c2ccc(N3CCCC3)cc2)cc1 | 29 | 84 | 67 | 94 | 62 | 102 | 92 | 68 |
| 59 | CN1CCN(C(=S)SCCCCOc2cc(=O)oc3ccccc23)CC1 | 76 | 93 | 88 | 97 | 94 | 93 | 102 | 72 |

Further results
#61 C=CCOC(CN(CC)CC)CN(CC)CC
#62 Fc1ccc2[nH]cc(-c3nn4cc(-c5cccnc5)nc4s3)c2c1
#63 NC(=O)c1cc2ccccc2cc1O
#64 O=C(Nc1nc2ccc(NS(=O)(=O)c3cccs3)cc2s1)c1ccco1
#65 CN(C)CCn1cc(-c2ccc3c(Nc4ccc(CC(=O)Nc5cccc(F)c5)cc4)ncnc3c2)cn1
#66 CCCCCCCCCCCC(=O)N(CC)CC
#67 O=CCCc1ccccc1
#68 CCC(=O)c1c(CC)ccc2ccccc12
#69 C#CCNC(=O)[C@H](Cc1ccccc1)NC(=O)[C@]12CC[C@@H](C(=C)C)[C@@H]1[C@H]1CC[C@@H]3[C@@]4(C)CCC(=O)C(C)(C)[C@@H]4CC[C@@]3(C)[C@]1(C)CC2
#70 c1ccc(C2=Nc3ccccc3N=C(c3ccccc3)c3ccccc32)cc1
assay / entry	61	62	63	64	65	66	67	68	69	70
NCI/ADR-RES	112	78	101	101	52[30 µM]	106	111	102	80	101
ACHN	109	87	105	103	-52*[30 µM]	109	110	100	76	95
SN12C	102	93	104	97	-91*[30 µM]	97	102	107	76	102
786-0	99	110	97	93	-51*[30 µM]	86	108	100	76	105
CAKI-1	99	91	nt	92	-16*[30 µM]	92	103	91	55	106
TK-10	103	140	100	116	-58*[30 µM]	85	99	93	65	113
IGROV1	112	89	100	105	-65*[30 µM]	106	109	102	89	100
UO-31	91	79	101	90	-60*[30 µM]	78	93	87	54	72

Quoted from the listing.
CAKI-1, `O=CCCc1ccccc1` = 103
NCI/ADR-RES, `O=C(Nc1nc2ccc(NS(=O)(=O)c3cccs3)cc2s1)c1ccco1` = 101
NCI/ADR-RES, `CN(C)CCn1cc(-c2ccc3c(Nc4ccc(CC(=O)Nc5cccc(F)c5)cc4)ncnc3c2)cn1` = 52[30 µM]

Remaining list, next part:
#71 COc1ccc([C@H]2C(C(=O)c3ccc(Cl)cc3)C3(N[C@@H]2c2ccccc2)C(=O)Nc2ccccc23)cc1 (some centres not stated)
#72 COc1cc(OC)c2c(=O)cc(-c3cccnc3)oc2c1
#73 COc1cc(-c2nc3ccc(F)cc3s2)ccc1NC(=O)/C=C/c1ccc(F)c(F)c1
#74 C=CCCCCCCCCC(=O)[O][Sn]([CH2]CCC)([CH2]CCC)[CH2]CCC
#75 CC(=O)OC1OC(COC(c2ccccc2)(c2ccccc2)c2ccccc2)C(OC(C)=O)C(OC(C)=O)C1OC(C)=O (configuration not stated)
assay / entry	71	72	73	74	75
NCI/ADR-RES	12	94	109	-90*	80
ACHN	11	97	106	-100*	85
SN12C	6.4*	88	98	-82*	94
786-0	28	94	98	-96*	94
CAKI-1	14	77	94	-89*	73
TK-10	43	73	109	-92*	nt
IGROV1	36	87	82	-73*	107
UO-31	13	73	79	-89*	89

The order is random; 9.3% or so of the library scored in one or more.
